# High-throughput results: PubChem BioAssay, several laboratories
# NALP1 inh – blocks the NALP1 inflammasome reconstituted in yeast. S. cerevisiae NALP1/ASC/caspase-1 growth, X-gal OD620, 72 h. inhibition, % at 10 µM. 280,000 compounds, 0.61% hits; in the data active = inhibition mostly above about 24%, no sharp cut-off; inactive = mostly below about 32%; also: some compounds called inactive have numbers as strong as hits
# UBC9 SUMO inh – SUMOylation inhibition | P63279 | HTRF SUMOylation assay, SAE1/SAE2 + UBC9, in vitro | inhibition, % at 35 µM | 290,000 compounds, 0.36% hits; in the data active = inhibition above about 50%, passing the limit was not always enough; also: strong numbers were not always called active
# PfM18AAP inh – PfM18AAP enzyme inhibition. 290,000 compounds, 1.2% hits. AID 1822. recombinant PfM18AAP, H-Glu-NHMec fluorogenic cleavage. inhibition, % at 7.35 µM;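 active = inhibition above the campaign mean inhibition over all tested compounds plus 3 SD, cut at about 28% in these data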;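 also: 0% = plate median of test compound wells and 100% = 2 mM ZnCl2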
# IDE act – IDE (human) activation, cell-based; P14735; HEK cells, FAbeta-B cleavage, fluorescence polarization; 0% vehicle, 100% cell-free pure enzyme wells; activation, % at 5.96 µM; 340,000 compounds, 0.073% hits; AID 493087;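 active = activation above the mean of all tested compounds plus 3 SD, set per screening campaign, cut at about 17% in these data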
# pCIP destab – lowers stability of the mouse p/CIP coactivator protein. Q05BA5. F442A p/CIP-EGFP cells, EGFP fluorescence, 16 h. decrease of EGFP signal, % at 10 µM. 290,000 compounds, 0.01% hits. AID 1984;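 active = EGFP signal decrease of at least 30% at 10 µM or well 3 SD below plate mean, unless failing retest; inactive = the rest, including hits failing retest or dose response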; also: some compounds called inactive have numbers as strong as hits; many of its hits are not listed in these tables
# Target sequence (Q05BA5 1-1403): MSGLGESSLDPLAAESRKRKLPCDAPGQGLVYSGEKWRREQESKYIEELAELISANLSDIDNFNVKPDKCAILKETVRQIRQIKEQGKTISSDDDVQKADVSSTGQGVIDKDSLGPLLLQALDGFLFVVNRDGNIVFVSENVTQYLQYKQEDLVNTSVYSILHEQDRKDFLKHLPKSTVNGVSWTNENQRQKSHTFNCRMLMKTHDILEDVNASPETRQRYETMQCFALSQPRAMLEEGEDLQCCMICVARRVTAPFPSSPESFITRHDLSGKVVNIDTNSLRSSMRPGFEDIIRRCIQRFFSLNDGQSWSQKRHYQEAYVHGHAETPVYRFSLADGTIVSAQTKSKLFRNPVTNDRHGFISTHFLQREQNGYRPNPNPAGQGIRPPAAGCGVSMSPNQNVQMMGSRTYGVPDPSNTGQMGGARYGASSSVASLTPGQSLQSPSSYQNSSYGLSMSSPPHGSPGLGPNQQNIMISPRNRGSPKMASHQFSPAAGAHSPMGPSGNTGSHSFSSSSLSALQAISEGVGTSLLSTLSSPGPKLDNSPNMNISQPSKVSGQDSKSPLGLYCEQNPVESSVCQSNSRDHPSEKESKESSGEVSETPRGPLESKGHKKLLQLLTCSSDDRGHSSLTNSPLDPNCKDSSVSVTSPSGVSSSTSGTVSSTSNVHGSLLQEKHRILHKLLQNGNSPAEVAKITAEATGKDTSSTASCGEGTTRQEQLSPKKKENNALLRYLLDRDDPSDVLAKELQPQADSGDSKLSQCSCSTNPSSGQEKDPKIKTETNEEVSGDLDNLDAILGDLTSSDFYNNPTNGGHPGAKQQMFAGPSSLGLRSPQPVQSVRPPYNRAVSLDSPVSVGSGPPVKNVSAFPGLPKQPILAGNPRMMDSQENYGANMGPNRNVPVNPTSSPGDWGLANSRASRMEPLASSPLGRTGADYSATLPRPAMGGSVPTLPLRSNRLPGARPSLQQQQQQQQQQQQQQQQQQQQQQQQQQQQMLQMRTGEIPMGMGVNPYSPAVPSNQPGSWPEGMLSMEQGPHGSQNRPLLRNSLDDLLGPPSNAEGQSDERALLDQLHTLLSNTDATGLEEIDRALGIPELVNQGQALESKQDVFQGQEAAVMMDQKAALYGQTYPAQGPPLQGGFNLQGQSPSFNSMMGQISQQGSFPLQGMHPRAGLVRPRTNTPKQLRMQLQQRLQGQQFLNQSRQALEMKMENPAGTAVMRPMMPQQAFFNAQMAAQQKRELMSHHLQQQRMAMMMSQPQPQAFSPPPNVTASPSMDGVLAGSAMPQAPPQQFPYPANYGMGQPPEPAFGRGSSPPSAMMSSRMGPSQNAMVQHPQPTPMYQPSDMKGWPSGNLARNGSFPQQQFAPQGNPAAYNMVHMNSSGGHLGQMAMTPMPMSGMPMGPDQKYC
# IDE cell inh – inhibits human insulin-degrading enzyme in HEK cells | inhibition, % at 5.59 µM | AID 434962 | FAbetaB cleavage, fluorescence polarization | P14735 | 320,000 compounds, 0.41% hits;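 active = percent inhibition above the average of all tested compounds plus 3 SD, set per screening campaign, cut at about 16% in these data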;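 also: IDE supplied by intact live HEK cells; FP after avidin binding of uncleaved biotin substrate so inhibition keeps polarization high; 0% = DMSO wells and 100% = 60 µM reference IDE inhibitor Ii1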
# MEKK2mut PB1 HTS – signal of MEK5 binding to mutant human MEKK2 PB1 domain. bead flow cytometry, Alexa488-MEK5 binding to MEKK2 mutant. percent response, % at 10 µM. AID 1530. 290,000 compounds, 0.35% hits; in the data active = percent response above about 24%, passing the limit was not always enough; also: inactives centre near 1; some results filed as inactive read as strong as hits; reference of the scale not given here
# MEKK2 WT-MEK5 – raises or lowers MEK5 binding to wildtype human MEKK2 PB1 domain; Q9Y2U5; bead flow cytometry, Alexa488-MEK5 binding to MEKK2 WT; actives lie on both sides; binding response (% of control), % at 10 µM; 290,000 compounds, 1.1% hits; AID 1531; in the data active = binding response below about 67% or above about 130%
# MEKK3 PB1 HTS – modulators (inhibitors or enhancers) of MEK5 binding to human MEKK3 PB1 domain | 290,000 compounds, 1.4% hits | AID 1529 | binding response (% of control), % at 10 µM | Q99759 | bead-based flow cytometry, Alexa488-MEK5 binding to MEKK3; actives lie on both sides; 0 = blocked by unlabeled MEK5, 100 = vehicle;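 active = binding response more than 3 SD above or below the average of its plate-row segment, actives on both sides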;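 also: Alexa488 bead fluorescence after subtracting the streptavidin-only scavenger bead signal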
# * = called active by the depositor; x = no result given; & = joins results of further samples. These rows are one share of the data; count on the stated rates, not on these rows.
cpd	NALP1 inh	UBC9 SUMO inh	PfM18AAP inh	structure	IDE act	pCIP destab	IDE cell inh	MEKK2mut PB1 HTS	MEKK2 WT-MEK5	MEKK3 PB1 HTS
1	4	10	21	Cc1c(Cl)cccc1NC(=O)NCc1ccc(C)n1C	6	6	-3	6	103	104
2	x	13	-1	CCN(c1cccc(C)c1)S(=O)(=O)c1ccc2[nH]c(=O)c(=O)[nH]c2c1	1	-18	7	1	100	98
3	21	-2	-3	COc1ccc(N2C(=O)/C(=C/c3cccnc3)NC2=S)cc1	-3	7	-1	2	112	138*
4	1	16	0	CCc1ccc(OC(C)C(=O)N(Cc2ccco2)C2CCS(=O)(=O)C2)cc1 (stereo not drawn)	0	-2	0	1	99	98
5	-14	21	4	O=C(COC(=O)c1cc(=O)[nH]c2ccccc12)Nc1nccs1	3	0	0	3	101	107
6	13	-6	15	Cc1ccc(S(=O)(=O)N(C)C)cc1-n1c(SCC(=O)Nc2ccccc2)nc2ccccc2c1=O	4	-1	-1	-1	96	95
7	40	-1	-3	O=C(COc1ccc2oc3c(c2c1)CCCC3)Nc1ccccn1	-3	3	1	5	103	103
8	10	14	-8	Cn1c(C(=O)O)c(CC(=O)Nc2ccc3c(c2)OCCO3)c2ccccc21	1	-13	-3	5	111	108
9	4	14	0	CCCCNS(=O)(=O)c1ccc(OC)c(Cl)c1Cl	-4	-14	2	-6	95	93
10	-23	30	21	O=C1CNC(=O)/C(=C/c2ccco2)N1	1	-1	5	1	107	112
11	0	17	9	Cc1cc(C(=O)c2cccs2)c(N)s1	0	3	-5	0	99	102
12	-2	6	0	Cn1nc(-c2ccc(N3CCOCC3)c(NS(=O)(=O)c3ccccc3)c2)c2ccccc2c1=O	0	1	2	3	100	99
13	-6	0	1	CC(=O)Oc1cc(C)cc2oc(=O)cc(-c3ccccc3)c12	-1	-7	7	6	94	95
14	3	1	-6	CCOC(=O)N1CCC(n2c(SCC(=O)N3CCCC3)nc3ccccc3c2=O)CC1	3	10	-3	1	98	103
15	5	-2	-9	O=C(CCC(=O)OCCCC(F)(F)C(F)(F)F)Nc1ccccc1	8	-7	-4	-5	98	99
16	28	36	-16	CCOC(=O)c1c(-c2cccc(C)c2)csc1NC(=O)C1CC=CCC1C(=O)O (stereo not drawn)	5	-64	1	10	103	103
17	19	22	-1	CCCc1nc2c(C)cc(-c3nc4ccccc4n3C)cc2n1Cc1ccc(-c2ccccc2C(=O)O)cc1	x	-9	3	1&-2	100&97	102&98
18	-6	-4	-2	COCCN1CCN(C(=O)C2CCC(=O)N(Cc3cccc(C(F)(F)F)c3)C2)CC1 (stereo not drawn)	0	-2	x	3	101	101
19	-4	2	-6	Cn1nc(-c2ccc(OCC(=O)Nc3ccccc3)cc2)c2ccccc2c1=O	0	-1	2	3	99	99
20	8	12	0	Cc1cc2[nH]c(=O)c(=O)[nH]c2cc1S(=O)(=O)N1CCC(C)CC1	-1	-4	1	2	101	102
21	4	16	-6	C/C=C/c1ccc(OCCCCNCc2ccco2)c(OC)c1	1	-5	3	-9	120	106
22	-3	19	-16	COc1ccc(CCN(C(=O)COc2ccccc2)c2nc(-c3ccccc3)cs2)cc1OC	-1	-18	4	x	x	x
23	-21	2	-14	CC1CCCCC12NC(=O)N(CC(=O)Nc1ccccc1N1CCOCC1)C2=O (stereo not drawn)	7	-15	0	0	98	104
24	14	-11	7	CCOC(=O)c1c(NC(=S)NCc2ccccc2)sc2c1CCN(C(=O)OCC)C2	-9	-9	4	0	98	102
25	12	-7	11	O=C(Nc1ccc(F)cc1)c1ccc2ncsc2c1	5	-15	5	3	98	99
26	11	2	1	CCC(C(=O)Nc1ccccc1C(=O)N1CCOCC1)N1C(=O)c2ccccc2C1=O (stereo not drawn)	-1	-5	0	0	103	101
27	2	7	73*	O=C(CN1CCN(S(=O)(=O)c2ccc(F)cc2)CC1)c1ccc(O)c(O)c1	-5	16	2	7	108	102
28	-6	-4	x	COc1ccc(C2/C=C\CN(C(=O)CC(C)(C)C)CC(=O)N2Cc2ccc(F)cc2)cc1 (stereo not drawn)	3	-5	3	0	86	104
29	-2	-15	-4	O=C(COC(=O)/C=C/C(=O)N1CCN(c2ccccc2)CC1)NC(c1ccccc1)c1ccccc1	-2	3	3	-1	102	98
30	26	-9	13	Cc1ccc2c(c1)/C(=C/c1ccccc1)C(=O)N2	-1	-6	-5	2	105	106
31	-6	-4	0	NC(=O)COC(=O)C12CC3CC(CC(O)(C3)C1)C2	-2	-1	1	-1	95	97
32	-5	8	10	O=C(C1CCC1)N1CCc2cc(S(=O)(=O)NCc3ccco3)ccc21	6	9	3	9	103	103
33	-2	4	5	Cc1ccccc1NC(=O)Cc1nnc(SCC(=O)N2CCOCC2)n1C	0	-8	3	9	109	103
34	13	-2	-12	CCOC(=O)C(N)CSC1CC(=O)N(c2ccc(OC)cc2)C1=O (stereo not drawn)	4	-8	-7	2	105	108
35	28	0	-4	N#CC(c1ccccc1)N(CCCCl)C(=O)c1ccccc1 (stereo not drawn)	5	-12	5	-2	97	92
36	-2	10	-2	COCCCNc1nc2c(c(=O)[nH]c(=O)n2C)n1CC(O)COc1cccc(C)c1 (stereo not drawn)	4	-14	3	-4	97	94
37	9	11	3	O=C1c2cc(F)ccc2-n2c1nc1ccccc1c2=O	4	-3	4	3	106	105
38	4	8	-1	O=C(COC(=O)c1cccnc1)Nc1ccccc1	5	1	9	4	104	107
39	3	27	-7	Cc1ccc(S(=O)(=O)NCCc2cn3nc(C)c(C)nc3n2)cc1C	-4	2	5	-2	96	100
40	24	11	12	Cc1nn(C)c(C)c1C1C(C#N)=C(N)OC2=C1C(=O)CC(C)(C)C2 (stereo not drawn)	5	-9	7	1	107	106
41	-74	7	9	COC(=O)c1ccccc1S(=O)(=O)NC(=O)c1ccccc1	-3	-5	1	-1	112	95
42	-1	-5	0	COc1cccc(NC(=S)N2CCC(c3ccc(C)cc3)C2)c1 (stereo not drawn)	3	-21	6	4	107	105
43	7	36	5	CCCC(NC(=O)COc1cc2c(c3oc(=O)cc(C)c13)CCC(C)(C)O2)C(=O)O (stereo not drawn)	4	6	-1	7	107	104
44	8	3	-4	O=C(NCCCCC(NC(=O)C1CCCCC1)C(=O)O)c1ccccc1 (stereo not drawn)	-5	3	1	-4	98	96
45	-2	0	-1	OCc1nc2ccccc2n1Cc1ccc(Cl)cc1	2	-2	0	1	110	105
46	27	4	0	O=S(=O)(c1ccc2c(c1)CCCN2)N1CCCC2CCCCC21 (stereo not drawn)	3	-6	-9	1	100	102
47	0	21	-5	Cn1c(NN)nc2sc3c(c2c1=O)CCC3	0	0	6	4	100	102
48	-4	3	-12	COc1ccc2c(CC(=O)N[C@@H](Cc3ccccc3)C(=O)O)cc(=O)oc2c1C	-5	-12	x	5	105	105
49	-6	-10	5	O=C(CCSCCc1ccccn1)Nc1ccc(Cc2ccncc2)cc1	5	-6	-1	-3	108	111
50	30	5	-2	COc1cc(/C=N/Nc2ccc([N+](=O)[O-])cc2S(=O)(=O)N2CCOCC2)cc(OC)c1OC	5	-9	-10	-1	98	104
51	27	-9	1	CCOc1ncccc1C(=O)OCc1ccc(Cl)cc1	5	10	7	-2	97	100
52	11	19	-2	CN(CCCOc1ccccc1Br)Cc1ccccc1	3	19	-2	9	118	104
53	1	6	-5	CCOC(=O)c1c(NC(=O)c2ccc(S(=O)(=O)N3CCOCC3)cc2)sc2c1CCN(C)C2	3	-12	-1	3	107	99
54	28	-29	-8	Cc1ccc(S(=O)(=O)NC(C)C(c2cccs2)N2CCN(C)CC2)cc1 (stereo not drawn)	-2	4	-3	3	104	84
55	19	-19	-3	CCOC(=O)c1c(/N=C/N(C)C)sc(/C=N/Nc2ccccc2)c1-c1ccccc1	7	0	4	0	94	100
56	15	25	-6	Cn1c(NCC2CCCO2)nc2c1c(=O)n(Cc1ccccc1)c(=O)n2C (stereo not drawn)	-3	-3	-5	2	96	98
57	10	9	11	CC(=O)NC(=S)NNC(=O)c1ccc(Br)cc1	1	-8	4	-1	94	102
58	x	x	4	Cc1nn2c(=O)nc3sc4c(c3c2[nH]c1=O)CCCC4	x	x	2	-4	101	95
59	3	5	2	COc1ccc(C(=O)NC2CCN(CC(=O)NCc3cccc(OC)c3)CC2)cc1	7	0	6	4	102	102
60	26	6	5	C[C@@H]1NC(=O)c2cc([N+](=O)[O-])cc(I)c2OCC[C@@H](C(N)=O)NC(=O)[C@H](CCC(=O)O)NC1=O	x	-7	x	8	101	103

# The final five entries of the section before lead into the next:
cpd	NALP1 inh	UBC9 SUMO inh	PfM18AAP inh	structure	IDE act	pCIP destab	IDE cell inh	MEKK2mut PB1 HTS	MEKK2 WT-MEK5	MEKK3 PB1 HTS
56	15	25	-6	Cn1c(NCC2CCCO2)nc2c1c(=O)n(Cc1ccccc1)c(=O)n2C (stereo not drawn)	-3	-3	-5	2	96	98
57	10	9	11	CC(=O)NC(=S)NNC(=O)c1ccc(Br)cc1	1	-8	4	-1	94	102
58	x	x	4	Cc1nn2c(=O)nc3sc4c(c3c2[nH]c1=O)CCCC4	x	x	2	-4	101	95
59	3	5	2	COc1ccc(C(=O)NC2CCN(CC(=O)NCc3cccc(OC)c3)CC2)cc1	7	0	6	4	102	102
60	26	6	5	C[C@@H]1NC(=O)c2cc([N+](=O)[O-])cc(I)c2OCC[C@@H](C(N)=O)NC(=O)[C@H](CCC(=O)O)NC1=O	x	-7	x	8	101	103
61	13	-8	1	CCOc1ccc(CCNC(=O)COC(=O)c2cccs2)cc1OCC	7	-31	0	2	105	101
62	x	6	3	COc1cccc(Cl)c1NC(=O)N1CCN(c2cc(C)nc3ccccc23)CC1	-33	-10	28*	10	105	102
63	30	-14	-4	COC(=O)CN1C(c2ccc(Cl)cc2)=Nc2ccc(Cl)cc2C1c1ccccc1 (stereo not drawn)	-3	4	-3	28	99	106
64	6	11	4	O=C(Nc1ccccc1)C1CCN(C(=O)c2ccccc2)CC1	-1	-1	-1	6	106	110
65	3	-14	11	Cc1[nH]c2ccc(F)cc2c1CCN(Cc1ccco1)C(=S)NC(C)(C)C	2	10	-2	4	133	111
66	-4	-6	0	CC1(C)CCc2cc(-c3ccnc(=S)[nH]3)ccc2O1	-25	5	26*	-6	95	95
67	-4	6	4	CC1CCC(NC(=O)C(=O)Nc2ccc3c(c2)OCO3)CC1 (stereo not drawn)	-1	-28	0	2	98	101
68	10	-8	-3	CC(Oc1ccc(Br)cc1)C(=O)N1CCc2ccccc21 (stereo not drawn)	0	-22	9	0	101	98
69	-3	-3	-16	CC1c2ccccc2N(NC(=O)Cc2ccccc2)C1C (stereo not drawn)	6	-21	4	28	131	135*
70	-4	1	-16	O=C(O)c1ccc2c(c1)CCC2	x	-13	-1	-1	90	92
71	-5	-2	-6	Cc1cc(C)c(S(=O)(=O)N(C)CC(=O)NCCCn2ccnc2)c(C)c1	-4	4	9	2	100	101
72	-2	24	0	Cc1nn2c(=O)cc(COC(=O)c3ccc(S(=O)(=O)N4CCCCC4)cc3)nc2s1	4	1	-3	x	x	x
73	4	23	-4	C=CCNC(=O)NC(=O)COC(=O)CCCSc1nc2ccccc2[nH]1	0	4	6	-1	98	99
74	8	5	-1	COc1ccc(CCNC(=O)C(=O)NCC2OCCN2S(=O)(=O)c2cccs2)cc1 (stereo not drawn)	3	1	-1	4	104	97
75	12	3	-1	COc1ccccc1OCCCC(=O)NCc1ccco1	4	-8	-5	-2	91	92
76	19	12	-6	Cc1cc2cc(CNC(=O)c3cccs3)ccc2n1C	1	-15	5	-1	84	90
77	-4	-10	6	COc1ccc(/C=C/C(=O)CC(O)(c2ccccc2)C(F)(F)F)cc1 (stereo not drawn)	1	2	-1	-14	85	85
78	22	12	5	CO/N=C/CC(=O)c1ccc([N+](=O)[O-])c(CS(=O)(=O)c2ccc(Cl)cc2)c1	3	-5	2	0	100	103
